GPR151 ag: human GPR151 activation; Q8TDV0; PathHunter beta-arrestin GPR151 cells, luminescence; activation, % at 11.2 µM; 1% of 650,000 active; AID 1508602; in the data active means activation above about 4.9%;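 further: 0% = median of compound wells and 100% = cells with positive control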
MITF primary: inhibitors of human MITF | O75030 | AID 1259374 | AlphaScreen MITF homodimerization, bead proximity signal | 0.91% of 650,000 active | inhibition, % at 2.6 µM; in the data active means inhibition above about 50%;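 further: 0% = vehicle wells with protein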
TEAD-YAP block: TEAD-YAP interaction inhibition; AID 1259422; HEK-TIYL cells, TEAD-Gal4/YAP UAS-luciferase luminescence; 1.4% of 640,000 active; inhibition, % at 9.12 µM; in the data active means inhibition above about 32%;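 further: 0% = median of test compound wells and 100% = reference inhibitor wells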
FBW7 act: activators of human E3 ligase FBW7 | Q969H0 | AlphaScreen FBW7–phospho-cyclin E peptide binding, activator screen | normalized activity (activation), % at 26.1 µM | 0.13% of 650,000 active | AID 1259310; in the data active means normalized activity above about 1.9%;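 further: purified mutant Fbw7 with reduced substrate affinity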
Target sequence (Q969H0 whole entry, looked up): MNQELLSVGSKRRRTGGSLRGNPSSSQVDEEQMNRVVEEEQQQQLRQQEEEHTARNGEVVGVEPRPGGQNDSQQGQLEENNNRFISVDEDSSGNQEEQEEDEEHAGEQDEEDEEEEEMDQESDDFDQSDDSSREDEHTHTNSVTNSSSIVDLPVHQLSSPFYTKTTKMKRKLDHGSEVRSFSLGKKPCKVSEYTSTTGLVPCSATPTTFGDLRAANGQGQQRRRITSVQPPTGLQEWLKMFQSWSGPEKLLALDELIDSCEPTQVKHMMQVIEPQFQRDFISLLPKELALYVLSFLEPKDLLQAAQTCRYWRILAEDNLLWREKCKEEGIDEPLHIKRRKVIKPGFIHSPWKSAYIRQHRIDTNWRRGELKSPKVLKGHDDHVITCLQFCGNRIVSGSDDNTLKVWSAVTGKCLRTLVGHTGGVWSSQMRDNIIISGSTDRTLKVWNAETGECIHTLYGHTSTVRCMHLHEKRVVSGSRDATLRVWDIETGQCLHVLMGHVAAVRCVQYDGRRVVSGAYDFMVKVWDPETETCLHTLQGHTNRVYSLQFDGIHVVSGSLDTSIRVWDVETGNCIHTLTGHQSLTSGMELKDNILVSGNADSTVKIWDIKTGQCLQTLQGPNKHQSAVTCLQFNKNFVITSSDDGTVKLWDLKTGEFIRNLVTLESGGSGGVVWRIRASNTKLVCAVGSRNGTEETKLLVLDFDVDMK
* = called active by the depositor. Random draw from the library, and some 3.4% of all compounds hit somewhere here.

SMILES	GPR151 ag	MITF primary	TEAD-YAP block	FBW7 act
Nc1ccccc1C(=O)N1CCC(c2nc(-c3cnccn3)no2)CC1	-0.9	3.4	4.5	0.1
Cc1ccc(NC(=O)CSc2nnnn2-c2ccc(Cl)c(C(=O)O)c2)cc1C	-0.7	10.8	4.3	0.1
c1cc(-c2ccncc2)ccn1	-0.9	4.8	-2.1	-0.1
O=C(CSc1nc2ccccc2s1)Nc1ccc(Br)cn1	0.9	11.8	25.4	0.1
CC(C)c1ccc(C2=C/C(=C/c3cccnc3)C(=O)O2)cc1	1.5	-9.6	0.2	-0.2
COc1ccc(C(CC(=O)NCc2ccco2)c2ccccc2)cc1 (stereo not drawn)	-1.8	0.8	-1.4	0.1
CC(=O)NC(=S)NNC(=O)c1ccccc1I	-1.2	2.7	-1.4	-0.5
Cc1ccc([N+](=O)[O-])c(OCCN2CCN(Cc3ccccc3)CC2)c1	-0.1	63.0*	8.3	-0.1
CCCCN1C(SCC(=O)NCc2ccc(F)cc2)=NS(=O)(=O)c2ccccc21	-0.5	14.5	9.3	0.8
CCC(C)(C)Nc1c(-c2ccc(C)c(C)c2)c(=O)c1=O	-0.1	11.7	4.8	0.1
CCCNC(=O)c1cc(-c2ccc(OC)c(OC)c2)on1	0.5	-10.3	-34.9	0.1
Cc1nc2nc(SCC(=O)NC3CCCCC3)nn2c(C)c1Cc1cccc(Cl)c1	1.5	6.0	12.6	0.0
Cn1c(=O)c(C(=O)NNC(=O)c2ccc(Br)cc2)c(O)c2ccccc21	0.2	1.9	4.8	0.1
CC(C)NC(=O)c1cc(-c2ccc(Cl)c(Cl)c2)on1	-0.4	3.6	-41.7	0.1
CC(C)(C)NS(=O)(=O)c1ccc(OCC(=O)NCc2ccccn2)cc1	-0.1	8.8	-3.3	0.0
O=C(NCc1ccco1)c1ccc(Sc2ccccc2Cl)c([N+](=O)[O-])c1	0.6	12.4	-4.1	-0.1
CC(CNC(C)c1ccccc1)C(=O)O (stereo not drawn)	0.8	15.7	-3.5	0.2
O=C(c1cc[n+]([O-])cc1)N1CCCCCC1	-1.3	-11.9	2.0	-0.1
Cn1c(=O)c(=O)n(C)c2cc(S(=O)(=O)CCC(=O)N3CCOc4ccccc43)ccc21	0.0	-12.2	1.1	-0.1
CCCNC(=O)CSc1nnc2c3cc(C)ccc3n(C)c2n1	1.8	-23.9	-0.7	0.2
CCOC(=O)c1sc2ncnc(N3CCCCCC3)c2c1C	-0.3	2.6	2.9	0.0
COc1ccc(C(=O)Nc2sc(C)cc2C(=O)O)cc1	-2.2	-2.4	-9.4	-0.1
COc1ccc(NC(=O)CN2C(=O)C3C4CCC(C4)C3C2=O)cc1 (stereo not drawn)	0.3	-3.2	-0.4	0.1
O=C1c2[nH]nc(-c3ccccc3O)c2C(c2cccc(Cl)c2)N1CCCO (stereo not drawn)	-0.4	6.8	6.1	0.2
COC(=O)c1ccccc1NC(=O)c1cc(C)ccc1C	-2.0	-5.4	5.7	0.2
COc1ccc(C(=O)Nc2cc3c4c(c2)CCN4C(=O)CC3)cc1OC	-0.7	-8.6	-8.7	-0.1
O=C(Cn1ncc2ccccc21)NC1CCCc2ccccc21 (stereo not drawn)	-0.7	5.0	-13.7	0.1
Cc1cc(Cl)ccc1NC(=S)N1CCOCC1	1.9	-6.3	1.2	-0.1
CCOC(=O)c1cnc2cc(C(F)(F)F)ccc2c1N1CCN(c2ccccc2OC)CC1	2.0	11.6	-2.7	0.1
N#C/C(=N\Nc1cccc(C(=O)O)c1)C(=O)Nc1cccc(Cl)c1	0.8	15.8	-7.8	-0.1
N=C1/C(=C/c2cccn2-c2ccc([N+](=O)[O-])cc2Cl)C(=O)N=C2SC=CN12	1.0	13.2	28.1	-0.2
CC(=O)C(Sc1ccc2nnc(-c3ccc(F)cc3)n2n1)C(C)=O	0.2	1.4	1.1	-0.1
CCOC(=O)c1sc2nc3c(c(-c4cccs4)c2c1N)CCCC3	-2.1	-1.8	-3.2	0.4
Cc1c(C(=O)Nc2ccc(F)cc2F)sc2ncn(CC(=O)N3CC(C)CC(C)C3)c(=O)c12 (stereo not drawn)	0.3	-16.9	10.1	0.0
COc1ccc(OC)c(NC(=O)C2CCCN2C(=O)Nc2ccc(F)cc2F)c1 (stereo not drawn)	0.2	10.6	10.8	0.3
COC(=O)c1c(NC(=S)NC(=O)/C=C\c2ccco2)sc2c1CCCCCC2	-2.1	11.2	-1.9	0.1
COc1ccc(Cl)c2sc(NC(=O)CCOc3ccccc3)nc12	2.2	-0.2	1.7	0.0
Cc1sc2ncn(CC(=O)N3CCN(c4cccc(Cl)c4)CC3)c(=O)c2c1C	-0.9	2.1	2.6	0.0
COc1ccc(OC)c(/C=N\Nc2cc(C)c3ccccc3n2)c1	-0.7	-6.2	5.7	0.1
Cc1cc(C=NCCCO)c(C)n1-c1cc(Cl)ccc1Cl	-1.4	17.7	5.1	0.3
CSCC(=O)N1CCC(Oc2cccc(C(=O)NCc3cccnc3)c2)CC1	1.1	6.5	11.8	-0.1
O=C(Nc1nc2ccccc2s1)C1CC(=O)N(c2ccc(Br)cc2)C1 (stereo not drawn)	-0.7	-9.7	1.1	0.0
Cc1cccc(Nc2ccc(NCCNC(=O)c3ccc(Cl)cc3Cl)nn2)n1	3.0	13.4	2.0	0.2
O=C(Oc1ccccc1/C=C1/N=C2CCCCCN2C1=O)c1ccccc1Cl	-0.7	6.0	-3.4	0.1
COc1ccc(C2(O)CSC3=C(C#N)C(c4ccc(OC)c(OC)c4)CC(=O)N32)cc1 (stereo not drawn)	0.1	3.9	-3.3	0.0
O=C(NNC(=S)NCc1ccccc1)c1cccc([N+](=O)[O-])c1	0.4	-4.1	-2.1	0.0
CCOC(=O)C1CCCN(C(=O)c2cc3c(=O)[nH]c4ccccc4c3s2)C1 (stereo not drawn)	0.9	5.0	11.6	0.1
CCCCSc1nnc2c(n1)OC(/C=C/c1ccc(OC)cc1)Nc1ccccc1-2 (stereo not drawn)	-1.4	-2.2	-33.5	0.0
CN1CCCc2cc(C(CNC(=O)C(C)(C)C)N3CCOCC3)ccc21 (stereo not drawn)	0.5	-0.6	2.9	-0.1
CCOC(=O)c1cc2c(=O)n3ccccc3nc2n(CCCOC)c1=NC(=O)c1ccccc1Br	1.1	-1.4	-3.4	-0.1
COc1ccc(S(=O)(=O)NCCC2=CCCCC2)c2ccccc12	-1.4	4.8	2.3	0.1
O=C(NCCOc1ccccc1)c1csc(Nc2cccnc2)n1	0.8	-10.9	1.7	0.0
CC(C)(C)c1ccc(-c2nc3cc(NC(=O)c4ccc(Cl)cc4)ccc3o2)cc1	-0.2	-0.2	-11.9	0.0
O=C(c1c(F)cccc1F)N1CCCCCC1	0.4	2.8	-4.3	-0.2
CCOC(=O)C1=C(C)NC2=C(C(=O)C(C(=O)OCC)C(c3ccc(OC)cc3)C2)C1c1cccs1 (stereo not drawn)	-0.4	15.9	1.7	0.3
Clc1ccc(-n2ncc3c2ncn2nc(Cc4ccccc4)nc32)cc1	1.3	2.4	-4.9	0.1
COC(=O)[C@@H]1CCCN1Cc1ccc2c(c1)CN(Cc1cccc(OC)c1OC)CCO2	-0.5	1.4	8.6	0.0
CN(C)CCN(C(=O)C(c1ccccc1)c1ccccc1)c1nc2ccccc2s1	-0.6	-4.4	-10.2	0.0
COc1cc(C(=O)N2CCN(c3ccc([N+](=O)[O-])cc3Cl)CC2)cc(OC)c1OC	-0.2	9.5	-5.6	0.1
Nc1ncc(Br)cc1S(=O)(=O)NCCC(=O)Nc1ccc(Cl)cn1	-0.5	8.1	1.1	-0.2

The list goes on.
SMILES	GPR151 ag	MITF primary	TEAD-YAP block	FBW7 act
CN(C)C(=O)CSc1nnc(-c2ccc3nc[nH]c3c2)o1	0.0	-4.2	13.9	-0.1
CCCC(=O)Nc1nnc(-c2ccc(C)cc2C)o1	1.1	-2.6	-23.3	-0.1
COc1ccc(Br)cc1/C=N/NC(=O)CNc1ccccc1OC	1.0	22.8	-5.0	0.1
O=C(O)C(NS(=O)(=O)c1ccc2ccccc2c1)C(O)c1ccccc1 (stereo not drawn)	-0.4	2.1	12.4	0.1
COc1ccc(Cl)cc1NC(=O)CSc1ccc(C(=O)O)cn1	0.1	1.9	-3.3	0.0
CCN(C(=O)CSc1nc2n[nH]c(C)c2c(=N)n1-c1cccc(OC)c1)c1cccc(C)c1	1.4	-3.5	14.7	-0.2
Nc1ccc(C(=O)/C=C/c2ccco2)cc1	0.5	8.3	-61.1	-0.1
C[C@H](NC(=O)c1ccco1)C(=O)OCC(=O)NC(=O)Nc1ccc2c(c1)OCCO2	-0.3	8.7	-13.4	-0.2
NS(=O)(=O)c1cc([N+](=O)[O-])ccc1N1CCN(C/C=C/c2ccccc2)CC1	-0.2	2.6	14.6	-0.1
Cc1c(-c2ccncc2)cc2[nH]c(C3COc4ccccc4O3)nc2c1C (stereo not drawn)	2.7	10.8	-4.9	0.1
Cc1ncn(-c2ccc(Nc3nccc(N4CCC(C#N)C4)n3)cc2)n1 (stereo not drawn)	-0.6	-8.7	-8.4	0.3
CCCCCCn1c(SCCCO)nc2c1c(=O)[nH]c(=O)n2C	0.1	-2.2	-13.8	0.1
CNC(=O)CCc1nc(-c2ccc(C(C)(C)C)cc2)no1	-0.2	-3.3	-39.3	0.0
CCCN1C(=O)c2ccc(C(=O)NC3CCCCC3)cc2C1=O	-1.9	13.4	1.6	0.1
O=C(NC(=S)NCc1nc2ccccc2[nH]1)c1ccccc1Cl	0.4	4.8	-1.2	0.0
CCOC(=O)CNc1nc(Nc2cccc(C(F)(F)F)c2)nc(N2CCOCC2)n1	1.1	0.7	2.5	0.1
Cc1ncc(CO)c(/C=N/NC(=S)Nc2cccc(S(=O)(=O)N(C)C)c2)c1O	0.2	68.4*	4.3	-0.1
COC(=O)c1ccccc1Oc1nc(N(C)C)nc(N(C)C)n1	1.4	17.9	0.3	0.2
O=C1C2C3C=CC(C3)C2C(=O)N1/N=C/c1ccc(I)o1 (stereo not drawn)	1.0	-6.6	-3.1	0.0
CSc1nc(C(=O)NCC2Cc3cc(Cl)cc(-c4ccncc4)c3O2)cs1 (stereo not drawn)	-1.2	-1.1	12.7	0.1
COC(=O)c1cc(CNC(=O)/C=C/c2ccccc2Cl)cc(NC(=O)c2ccco2)c1	-0.9	-2.1	-20.9	-0.1
Cc1cccc2c1N(C(C)C)C(=O)C2=O	0.5	-23.1	-5.7	0.5
COc1cc(C2=N/C(=C\C=C\c3ccccc3)C(=O)O2)cc(OC)c1OC	-0.3	6.8	12.7	0.1
Cc1ccc(-c2nn3c(C)nnc3s2)cc1NC(=O)c1cccc(F)c1	0.9	-9.1	5.8	-0.1
CCCc1oc2c(cc(NS(=O)(=O)c3ccc(F)cc3)c3ccccc32)c1C(=O)OCC	-1.0	15.0	4.3	0.2
COc1ccc(-c2csc(-c3ccccn3)n2)cc1	-0.9	0.9	-35.2	0.3
CCOc1ccc(C(=O)Nc2ccc(NC(=O)CC)cc2)cc1[N+](=O)[O-]	-0.5	11.3	3.8	0.5
CCOC(=O)c1ccc(Cn2c3ccc(F)cc3c3nc4cc(F)ccc4nc32)o1	-0.6	-3.5	0.0	-0.1
COc1ccc(S(=O)(=O)NC2CC(C)(C)NC(C)(C)C2)cc1C(C)C	0.9	6.9	2.8	-0.2
CCOc1ccc(CNS(=O)(=O)c2ccc3[nH]c(=O)sc3c2)cc1OC	0.1	3.2	-3.7	0.0
COc1ccc(NC(=O)C2CC23CCN(Cc2ccccc2O)CC3)cc1Cl (stereo not drawn)	1.3	-22.7	3.6	0.2
Cc1ccc2c(C)nc(N3CCCC(NC4CCOC(C)(C)C4)CC3)nc2c1 (stereo not drawn)	-1.7	-16.4	-3.9	0.2
O=C(Nc1ccc(Sc2nc3ccccc3s2)c(Cl)c1)c1cc([N+](=O)[O-])ccc1N1CCCCCC1	-1.5	-0.1	-7.8	0.1
Cc1cc(I)ccc1NC(=O)Cn1cnc2sc3c(c2c1=O)CCCC3	-2.2	-3.5	-11.9	-0.2
Cc1cc(C)n(-c2ccc(F)cc2)c(=O)c1C(=O)O	-1.0	-4.1	0.2	0.8
CC1CCN(c2nc3c(c(=O)[nH]2)CN(Cc2cccnc2)CC3)CC1	-0.4	4.2	4.0	0.1
O=C(Nc1nnc(CSCc2ccccc2)s1)c1cccs1	-0.4	6.7	-0.1	0.0
O=C(COc1ccc(-c2cccs2)cc1CN1CCCC1)NCc1cn2ccccc2n1	-0.2	7.5	9.6	0.1
CCCCC1CN(CCC(=O)NCCCOc2cccnc2)Cc2ccccc2O1 (stereo not drawn)	2.0	11.6	0.6	0.4
c1ccc2c(Nc3nnc(-c4ccncc4)s3)cccc2c1	1.7	-2.9	-35.7	-0.1
CCOC(=O)Cn1c(Br)nc2c1c(=O)[nH]c(=O)n2C	2.2	13.6	-0.4	0.1

Rewritten as comma-separated lines: entries from further up
SMILES,GPR151 ag,MITF primary,TEAD-YAP block,FBW7 act
COC(=O)c1ccccc1NC(=O)c1cc(C)ccc1C,-2.0,-5.4,5.7,0.2
COc1ccc(C(=O)Nc2cc3c4c(c2)CCN4C(=O)CC3)cc1OC,-0.7,-8.6,-8.7,-0.1
O=C(Cn1ncc2ccccc21)NC1CCCc2ccccc21 (stereo not drawn),-0.7,5.0,-13.7,0.1
Cc1cc(Cl)ccc1NC(=S)N1CCOCC1,1.9,-6.3,1.2,-0.1
CCOC(=O)c1cnc2cc(C(F)(F)F)ccc2c1N1CCN(c2ccccc2OC)CC1,2.0,11.6,-2.7,0.1
N#C/C(=N\Nc1cccc(C(=O)O)c1)C(=O)Nc1cccc(Cl)c1,0.8,15.8,-7.8,-0.1
